pPAFAH inh: pPAFAH enzyme inhibitors, primary screen, biochemical, fluorescence polarization, human | Platelet-activating factor acetylhydrolase (Homo sapiens), Q13093 | recombinant pPAFAH, FP-rhodamine probe fluorescence polarization | inhibition, % at 3.39 µM | 330,000 compounds, 1.5% hits | AID 463082, 2010;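 active means inhibition above the mean inhibition across the screen plus 3 SD, cut at about 25% in these data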;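 further: inhibitors block binding of the rhodamine activity-based probe so polarization drops; 0% = enzyme with DMSO and 100% = wells lacking pPAFAH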
PAFAH1B2 FP inh: PAFAH1B2 enzyme inhibitors, primary screen, biochemical, fluorescence polarization, human; inhibition, % at 3.39 µM; recombinant PAFAH1B2, FP-rhodamine activity probe; 340,000 compounds, 1.2% hits; Platelet-activating factor acetylhydrolase IB subunit alpha2 (Homo sapiens), P68402;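 active means inhibition above the mean of all tested compounds plus 3 SD, cut at about 24% in these data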;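 further: 0% = enzyme with DMSO and 100% = wells lacking PAFAH1B2; many of its hits are not listed in these tables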
EBNA-1 inhibitor: EBNA-1 DNA-binding inhibitors, primary screen, biochemical, fluorescence polarization; inhibition, % at 14.8 µM; 300,000 compounds, 0.34% hits; AID 1950, 2009; in the data active means inhibition above about 28%
PREPL inh: PREPL enzyme inhibitors, primary screen, biochemical, fluorescence polarization. recombinant PREPL, fluorescence polarization activity-based probe. 320,000 compounds, 0.68% hits. Prolyl endopeptidase-like (Homo sapiens), Q4J6C6. inhibition, % at 5.96 µM; in the data active means inhibition above about 43%;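 further: 0% = enzyme with DMSO and 100% = wells lacking enzyme; many of its hits are not listed in these tables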
ZTA counter: blocks Epstein-Barr virus ZTA, an EBNA-1 counter-screen. ZTA-DNA binding, fluorescence polarization. 320,000 compounds, 0.15% hits. inhibition, % at 11 µM. P03206; in the data active means inhibition above about 33%
Target sequence (P03206 whole entry, looked up): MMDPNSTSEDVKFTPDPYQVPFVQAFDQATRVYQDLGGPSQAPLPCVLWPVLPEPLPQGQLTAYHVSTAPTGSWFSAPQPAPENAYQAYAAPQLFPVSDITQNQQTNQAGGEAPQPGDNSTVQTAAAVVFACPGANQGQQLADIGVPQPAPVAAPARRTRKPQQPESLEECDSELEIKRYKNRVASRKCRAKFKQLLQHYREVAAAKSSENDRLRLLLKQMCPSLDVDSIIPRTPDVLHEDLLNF
PAFAH1B3 FP inh: PAFAH1B3 enzyme inhibitors, primary screen, biochemical, fluorescence polarization, human; AID 492972, 2010; Platelet-activating factor acetylhydrolase IB subunit alpha1 (Homo sapiens), Q15102; 340,000 compounds, 0.28% hits; recombinant PAFAH1B3, FP-rhodamine probe; inhibition, % at 3.39 µM;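 active means inhibition above the screen-wide average of all tested compounds plus 3 SD, cut at about 25% in these data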;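 further: 0% = enzyme with DMSO only and 100% = wells lacking PAFAH1B3 protein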
Target sequence (Q15102 whole entry, looked up): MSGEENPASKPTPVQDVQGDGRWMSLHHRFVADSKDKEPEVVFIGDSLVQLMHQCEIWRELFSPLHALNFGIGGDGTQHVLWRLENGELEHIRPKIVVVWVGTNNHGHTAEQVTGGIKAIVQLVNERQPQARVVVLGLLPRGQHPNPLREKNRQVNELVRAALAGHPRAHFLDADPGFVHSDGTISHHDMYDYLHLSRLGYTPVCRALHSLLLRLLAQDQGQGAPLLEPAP
LYPLA2 counter: LYPLA2 inhibitors, primary screen, counter-screen for PME1 inhibitor project, biochemical, fluorescence polarization, FP-Rh probe ABPP; Acyl-protein thioesterase 2 (Homo sapiens), O95372; recombinant LYPLA2; inhibition, % at 5.9 µM; 320,000 compounds, 0.38% hits; AID 2177, 2009;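 active means inhibition above the screen-wide mean plus 3 SD, limit set per campaign, cut at about 26% in these data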;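 further: 0% = LYPLA2 with DMSO and 100% = wells lacking LYPLA2 enzyme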
Target sequence (O95372 whole entry, looked up): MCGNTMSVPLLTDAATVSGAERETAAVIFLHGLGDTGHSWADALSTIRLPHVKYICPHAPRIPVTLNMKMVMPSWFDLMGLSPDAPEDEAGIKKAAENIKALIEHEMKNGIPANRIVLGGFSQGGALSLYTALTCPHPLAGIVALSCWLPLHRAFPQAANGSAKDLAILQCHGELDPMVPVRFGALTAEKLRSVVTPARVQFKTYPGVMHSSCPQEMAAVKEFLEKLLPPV
LYPLA1 inh: LYPLA1 inhibitors, primary screen, counter-screen for PME1 inhibitor project, biochemical, fluorescence polarization, FP-Rh probe ABPP; Acyl-protein thioesterase 1 (Homo sapiens), O75608; recombinant LYPLA1; inhibition, % at 5.9 µM; 320,000 compounds, 0.16% hits; AID 2174, 2009;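 active means inhibition above the mean of all tested compounds plus 3 SD, set per campaign, cut at about 14% in these data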;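 further: inhibitors block serine hydrolase probe labeling of LYPLA1 so polarization falls; 0% = enzyme with DMSO and 100% = wells lacking LYPLA1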
Target sequence (O75608 whole entry, looked up): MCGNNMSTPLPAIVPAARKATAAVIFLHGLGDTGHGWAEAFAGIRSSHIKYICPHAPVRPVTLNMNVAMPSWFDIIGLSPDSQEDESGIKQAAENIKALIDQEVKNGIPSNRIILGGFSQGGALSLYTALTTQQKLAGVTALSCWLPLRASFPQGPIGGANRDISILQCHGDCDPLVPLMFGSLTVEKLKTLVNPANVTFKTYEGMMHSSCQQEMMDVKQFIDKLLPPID
PAFAH2 inh: PAFAH2 enzyme inhibitors, primary screen, biochemical, fluorescence polarization, human. AID 492956, 2010. recombinant PAFAH2, FP-rhodamine activity probe. 340,000 compounds, 0.99% hits. inhibition, % at 3.39 µM;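 active means inhibition above the mean over all tested compounds plus 3 SD, cut at about 30% in these data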;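 further: inhibitors block probe labeling of enzyme so polarization drops; 0% = enzyme with DMSO and 100% = wells lacking PAFAH2 protein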
Numbers without * were called inactive; . = no result given. An excerpt, so the mix of outcomes need not match the whole.

SMILES	pPAFAH inh	PAFAH1B2 FP inh	EBNA-1 inhibitor	PREPL inh	ZTA counter	PAFAH1B3 FP inh	LYPLA2 counter	LYPLA1 inh	PAFAH2 inh
C=CCNC(=O)NC(=O)COC(=O)/C=C/c1cccc([N+](=O)[O-])c1	4.5	4.1	-2.2	2.8	-1.2	11.8	9.3	2.6	7.1
c1ccc2nc3c(cc2c1)CCCCC3	10.0	10.0	2.5	12.4	0.7	6.5	2.9	-1.9	4.1
COc1ccc(NC(=O)CN(C)C(=O)c2ccc(S(=O)(=O)Nc3ccccc3F)cc2)cc1	1.8	2.7	-9.5	-2.4	-10.6	10.8	5.5	2.3	4.7
COc1ccc(-c2[nH]ncc2CN2CCC(OCc3ccccc3)CC2)c(F)c1	-5.0	4.0	-8.3	-6.3	3.1	-3.2	-3.8	2.6	0.7
CC(NC(=O)CN1CCCC1)c1ccccc1 (stereo not given)	-2.1	1.3	-5.7	-0.2	-1.9	9.7	-6.4	-2.7	1.6
O=C(CSC1CS(=O)(=O)c2cc([N+](=O)[O-])ccc21)NNC(=O)c1ccccc1 (stereo not given)	1.9	4.9	1.3	13.8	4.0	1.3	3.0	0.9	5.8
Cc1ccc(C(=O)Nc2c(C(=O)NCc3ccco3)cnn2-c2ccccc2)cc1	2.1	-2.1	3.9	2.1	7.2	1.1	-2.6	-3.2	-0.8
COc1ccc2oc(=O)c(C(=O)NCc3ccccn3)cc2c1	1.4	1.6	-4.8	4.2	2.9	2.7	-0.5	4.2	4.4
CCCc1ccc(/C=C2\C(=O)c3ccccc3C(O)=C2C(=O)OCC)cc1	3.4	.	-6.6	0.0	9.5	.	-1.7	-4.8	.
COc1ccc(Cn2ccnc2SCC(=O)Nc2ccccc2OC)cc1	1.6	-4.8	9.5	-1.4	-22.1	12.7	6.7	-0.4	-5.2
Cc1cccc(NC(=S)NC(=O)CCc2ccccc2)c1	-2.0	-0.5	5.8	-1.6	0.5	10.6	-5.0	-5.3	-3.1
CCC(=O)N(C)CCc1cc2c(c(OC)c1/C=N/NC(=O)c1ccncc1)OCO2	0.2	8.5	2.5	5.0	-10.0	2.0	-2.5	-1.5	1.9
COC(=O)/C(=C/c1ccco1)NC(=O)c1ccccc1	-0.6	-2.0	1.9	13.7	-15.2	4.7	-2.0	-2.6	2.6
O=C(COC(=O)CC12CC3CC(CC(Br)(C3)C1)C2)NC(=O)NCc1ccco1	0.0	19.8	3.4	-8.6	-1.3	4.9	-2.2	0.2	-3.4
CC(C)(C)n1ncc2c(=O)n(CC(=O)NCc3ccc(F)cc3)cnc21	4.5	4.0	-3.5	11.4	-16.5	5.0	4.0	0.9	-2.3
Cc1cc2oc3c(c(=O)c2cc1C)C(c1ccc(F)cc1)N(CCCN1CCOCC1)C3=O (stereo not given)	0.6	-0.4	-15.8	-3.7	2.5	1.4	-0.3	0.0	-10.0
c1ccc2[nH]c(CCCc3nc4ccccc4[nH]3)nc2c1	-2.1	6.8	-3.9	-6.5	-15.1	2.2	-0.8	-0.3	-2.2
COCCCN(C(=O)C1CCC1)c1c(N)n(Cc2ccccc2)c(=O)[nH]c1=O	0.6	4.6	.	3.5	-0.7	2.1	4.5	3.6	6.8
C[C@@H]1NC(=O)c2cc([N+](=O)[O-])cc(I)c2NCC[C@@H](C(N)=O)NC(=O)[C@H](CC(N)=O)NC1=O	3.4	3.8	-0.6	12.3	0.2	13.3	2.6	1.0	9.0
CCOc1ccccc1N1CCN(C(=S)NC(=O)C23CC4CC(CC(C4)C2)C3)CC1	4.3	10.1	9.8	24.7	8.5	4.4	-0.6	1.7	-8.8
COCc1[nH]nc2c1C(c1ccnc3ccccc13)C(C#N)=C(N)O2 (stereo not given)	-4.4	-3.1	2.1	6.2	13.1	10.9	-3.5	0.7	-0.1
CCOC(=O)C1=C(C)c2ccccc2OC1(CC)C(=O)OCC (stereo not given)	3.5	2.1	.	.	.	3.6	.	.	-4.6
Clc1ccccc1C1CC(c2ccccc2)Nc2ncnn21 (stereo not given)	8.2	7.5	-5.5	-36.0	5.4	2.8	2.2	0.4	-2.6
CN(C)/C=C1\C(=O)NN=C1C(F)(F)F	1.1	0.9	2.1	-1.6	-18.1	2.0	0.6	-2.5	6.0
CN(Cc1ccccc1F)C(=O)c1ccc(NS(=O)(=O)c2ccc3[nH]c(=O)[nH]c3c2)cc1	-2.3	-1.8	5.1	-12.2	-3.2	3.7	2.9	3.4	3.7
O=S(=O)(Cc1ccccc1Cl)NCCOc1ccccc1	2.2	4.3	0.9	-12.8	4.1	5.6	-2.0	-0.6	3.3
O=C(Cn1cnc2ccccc2c1=O)N1CCOCC1	-8.0	-2.9	-8.9	17.8	0.5	1.4	-4.7	0.0	0.5
COc1ccccc1CN1C[C@@H]2C[C@@H](c3ccc(C)c(C)c3)N3CCC[C@@]23C1=O	4.0	-6.9	8.6	3.3	-0.7	-5.9	7.3	2.1	-3.1
O=C(CCn1c(=O)sc2ccccc21)Nc1cccnc1	-0.7	4.2	-6.4	12.3	-14.3	0.9	2.2	1.8	-1.1
C=C1CCC[C@]2(C)C[C@H]3OC(=O)C(CNCC(OC)OC)[C@H]3CC12 (stereo not given in full)	-0.4	11.2	3.3	1.7	-0.2	4.1	6.9	4.5	9.6
COCCN1CCN(C(=O)c2ccc3nc(Cc4ccc(OC)c(OC)c4)oc3c2)CC1	3.0	0.6	3.7	3.9	14.4	-5.3	1.9	1.4	1.2
CC(C)=CCN1CCC(n2nccc2NC(=O)c2ccccc2Cl)CC1	-1.7	-5.3	3.7	6.3	15.3	7.3	-1.6	-4.8	-3.8
COc1ccc(-c2cc(=Nc3ccc(C)cc3)c3ccccc3o2)cc1	1.4	1.1	-9.6	-1.1	-2.6	8.6	0.3	-5.7	-0.5
Cn1cnnc1SCC(=O)NCCc1ccc(Cl)cc1Cl	1.6	5.0	0.9	6.7	12.6	1.6	-4.5	2.8	4.2
c1ccc(-c2cnc(-c3ccccn3)nn2)cc1	2.1	-3.2	2.4	32.7	-0.7	-0.6	-0.4	5.5	-3.3
COC(=O)c1ccc(NC(=S)NCCc2ccccc2)cc1	-2.4	0.3	4.1	-5.1	9.7	0.3	1.2	-8.3	2.0
CCCC(=O)Nc1cc(-c2nc3ncccc3o2)ccc1C	-0.3	5.7	-13.1	11.5	0.9	8.1	-6.5	0.2	-9.2
Cc1cc(C)cc(-n2c(C)cc(/C=N/NC(=O)c3ccncc3)c2C)c1	1.7	6.1	3.9	1.7	1.0	6.6	0.8	-3.8	9.3
CCSc1nc2ccccc2n1Cc1cccc([N+](=O)[O-])c1	5.5	0.6	7.6	3.0	-4.6	3.7	-2.2	-2.5	-2.6
CC(=O)C1=C(c2ccccc2)NC(=S)NC1c1cc(Cl)c(OC(C)C)c(Cl)c1 (stereo not given)	-5.8	-2.8	4.2	0.1	8.3	-0.1	-10.8	-11.0	-4.9
O=C(c1cc2c(s1)CCC2)N1C(=O)c2ccccc2S1(=O)=O	4.8	4.7	0.7	-7.6	-3.8	-0.7	1.0	-2.7	3.6
COc1cccc(OC)c1C(=O)Nc1ccc(N2CCN(C(=O)c3ccco3)CC2)cc1	8.9	9.2	-4.6	8.9	-3.3	6.4	5.8	3.3	6.5
Cc1cc(C)cc(NC(=O)CSc2nc(N)c(NC(=O)c3ccc(Br)o3)c(=O)[nH]2)c1	10.2	4.8	0.2	6.3	-7.8	7.3	9.6	-0.2	3.0
CCC(=O)NNc1ncnc2c1cnn2C	7.2	2.9	3.2	-1.0	-4.9	8.4	9.3	4.0	13.7
Cc1ccc(CNC(=O)c2cccc(-n3cnnn3)c2)cc1	9.4	-1.6	-10.6	13.6	-12.4	-5.7	8.2	1.3	-0.7

Part of the list above, reformatted:
| SMILES | pPAFAH inh | PAFAH1B2 FP inh | EBNA-1 inhibitor | PREPL inh | ZTA counter | PAFAH1B3 FP inh | LYPLA2 counter | LYPLA1 inh | PAFAH2 inh |
| --- | --- | --- | --- | --- | --- | --- | --- | --- | --- |
| CCCC(=O)Nc1cc(-c2nc3ncccc3o2)ccc1C | -0.3 | 5.7 | -13.1 | 11.5 | 0.9 | 8.1 | -6.5 | 0.2 | -9.2 |
| Cc1cc(C)cc(-n2c(C)cc(/C=N/NC(=O)c3ccncc3)c2C)c1 | 1.7 | 6.1 | 3.9 | 1.7 | 1.0 | 6.6 | 0.8 | -3.8 | 9.3 |
| CCSc1nc2ccccc2n1Cc1cccc([N+](=O)[O-])c1 | 5.5 | 0.6 | 7.6 | 3.0 | -4.6 | 3.7 | -2.2 | -2.5 | -2.6 |

Following part.
SMILES	pPAFAH inh	PAFAH1B2 FP inh	EBNA-1 inhibitor	PREPL inh	ZTA counter	PAFAH1B3 FP inh	LYPLA2 counter	LYPLA1 inh	PAFAH2 inh
Cc1c(NC(=O)NC(=O)c2ccc(F)cc2)c(=O)n(-c2ccccc2)n1C	-1.7	-2.1	-13.5	14.2	5.7	4.0	-6.1	0.5	1.9
COc1ccccc1CCNC(=O)C1CCN(c2nnc(C)c3c(C)n(-c4ccc(C)cc4)nc23)CC1	17.6	3.1	6.5	39.2	-0.5	12.4	4.7	1.3	1.5
O=C(O)CC1c2ccccc2CCN1S(=O)(=O)c1ccc(F)cc1 (stereo not given)	3.5	31.2*	-6.9	-1.7	-12.1	1.3	0.7	3.3	-6.2
Cc1cccc(N(CC(=O)NC2CCCCC2)C(=O)CCC(=O)Nc2nccs2)c1	5.5	-1.7	11.7	-2.1	-0.4	4.0	7.0	-0.5	-7.0
Cc1ccc(NC(=O)c2nc[nH]c2C(=O)Nc2ccc(C)cc2)cc1	0.1	2.1	-0.8	8.6	11.5	-2.5	5.4	-1.9	6.2
COc1ccc(C(=O)C2CCCN(C(=O)c3cc(C(C)C)no3)C2)cc1F (stereo not given)	3.0	2.4	-5.8	-5.2	-23.2	5.8	3.7	4.7	8.8
O=C1N[C@@H](Cc2c[nH]c3ccccc23)COC(=O)[C@@H](Cc2ccc(F)cc2)CC/C=C/C[C@@H]1CC(=O)N(CCO)Cc1ccccc1	12.7	33.6*	.	35.7	.	0.9	.	.	-0.8
O=C(Nc1ccc(Cl)cc1)Nc1ccc2c(c1)N1CCN=C1S2	12.4	6.6	24.3	58.2*	11.3	9.8	-2.1	-11.8	5.1
CC(=O)Nc1ccc(NC(=O)c2ccc(CSc3ccccc3)o2)cc1	3.9	4.8	-9.1	5.0	-0.2	3.5	2.9	2.1	7.4
O=C(CSc1nc2ccc(Cl)cc2[nH]1)Nc1ccc2c(c1)CCC2	0.2	-4.4	-6.9	-22.9	4.8	-0.6	-18.3	-8.7	-8.8
Cc1ccc(N2CCN(C(=S)c3ccc(N(C)C)cc3)CC2)cc1	5.0	-5.5	6.1	23.5	5.8	9.9	-1.1	-0.5	8.9
Cc1ccc(C(NC(=O)NN2CCN(C)CC2)C(Cl)Cl)cc1F (stereo not given)	2.9	3.3	5.5	4.3	-2.2	0.5	1.3	-0.4	-5.3
COc1ccc(OCCCC(=O)ON=C(N)c2ccccc2C)cc1	-0.7	11.5	.	5.0	3.0	6.7	-5.3	0.6	-2.6
Cc1ccc(C(=O)c2c[nH]c(C(=O)NCCCN3CCOCC3)c2)cc1	-7.5	4.2	-15.5	1.6	-6.7	8.1	-0.5	1.4	1.0
Cc1cccc(/C=C/c2onc(C)c2S(=O)(=O)N2CCC(C(=O)N3CCCCCC3)CC2)c1	-5.0	1.6	-8.1	30.1	-6.8	1.3	-2.2	-7.1	2.3
